ERAP1 HTS inh: human ERAP1 aminopeptidase inhibitors, primary screen, biochemical, single point, plate reader; recombinant ERAP1, Leu-AMC fluorescence, 60 min; inhibition, % at 10.7 µM; actives 0.15% (n = 340,000);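 active means mean replicate inhibition of at least 30%, or all replicates individually reaching that 30% level; inactive means mean below 30% and not every replicate reaching it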;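 further: 0% = neutral control wells and 100% = L-leucinethiol positive control wells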
E-selectin induc: E-selectin induction in HUVECs, primary screen, imaging, HUVEC, immunofluorescence imaging, single point. P16581. AID 686992, 2013. activation, % at 7.58 µM. normalized: neutral wells 0, TNF-alpha wells 100. actives 0.37% (n = 260,000);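 active means mean E-selectin-positive cell signal at least 10% of the positive control, reached in at least 60% of replicates, without over 20% cell loss; inconclusive means no rule given, readout overlaps actives, possibly toxicity-flagged; inactive means the rest, including those meeting only one limit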;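 further: in these data hits start at about 27%; measured in HUVEC primary endothelial cells; signal is the percent of cells scored E-selectin positive by PE staining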
Target sequence (P16581 whole entry, looked up): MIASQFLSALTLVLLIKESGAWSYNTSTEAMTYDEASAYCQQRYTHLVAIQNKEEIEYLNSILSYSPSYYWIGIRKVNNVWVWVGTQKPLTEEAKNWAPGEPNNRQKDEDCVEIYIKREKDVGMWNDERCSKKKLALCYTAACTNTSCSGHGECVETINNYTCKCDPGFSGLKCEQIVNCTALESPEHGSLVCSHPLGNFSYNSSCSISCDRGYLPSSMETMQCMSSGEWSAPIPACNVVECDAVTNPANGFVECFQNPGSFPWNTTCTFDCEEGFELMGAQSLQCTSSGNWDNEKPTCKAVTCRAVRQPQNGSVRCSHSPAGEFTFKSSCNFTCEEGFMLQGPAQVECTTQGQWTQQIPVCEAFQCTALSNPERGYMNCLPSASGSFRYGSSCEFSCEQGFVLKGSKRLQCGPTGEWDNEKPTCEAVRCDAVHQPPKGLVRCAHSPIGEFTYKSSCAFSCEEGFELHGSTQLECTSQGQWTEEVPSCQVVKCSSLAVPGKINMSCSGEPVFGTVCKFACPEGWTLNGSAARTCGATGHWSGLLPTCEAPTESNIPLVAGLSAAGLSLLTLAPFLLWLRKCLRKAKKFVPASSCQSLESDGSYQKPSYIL
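Read-out basis: % PE-positive cells; Test system: HUVEC primary endothelial cells; Technique: immunofluorescence imaging; Dosing: single-point compound dose.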
PGC1a acetyl inh: inhibitors of PGC1a acetylation signal, primary screen, cell-based, U2OS, AlphaScreen, inhibitor mode; AlphaScreen anti-acetyl-lysine; with virally co-expressed GCN5 acetyltransferase; inhibition, % at 15.6 µM; actives 0.17% (n = 350,000);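 active means every replicate shows inhibition of at least 40%; inconclusive means mean inhibition at least 40% but some replicate below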;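 further: 0% = neutral control wells and 100% = positive control wells; some results beyond the cut were filed as inactive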
RAD52 inh: RAD52 DNA annealing inhibitors, primary screen, biochemical, FRET, single point, set 2; inhibition, % at 18.7 µM; actives 0.46% (n = 360,000); recombinant RAD52 DNA annealing, FRET fluorescence; DNA repair protein RAD52 homolog (Homo sapiens), P43351;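 active means every replicate showing at least 50% inhibition; inconclusive means mean inhibition at least 50% but not in every replicate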
Target sequence (P43351 whole entry, looked up): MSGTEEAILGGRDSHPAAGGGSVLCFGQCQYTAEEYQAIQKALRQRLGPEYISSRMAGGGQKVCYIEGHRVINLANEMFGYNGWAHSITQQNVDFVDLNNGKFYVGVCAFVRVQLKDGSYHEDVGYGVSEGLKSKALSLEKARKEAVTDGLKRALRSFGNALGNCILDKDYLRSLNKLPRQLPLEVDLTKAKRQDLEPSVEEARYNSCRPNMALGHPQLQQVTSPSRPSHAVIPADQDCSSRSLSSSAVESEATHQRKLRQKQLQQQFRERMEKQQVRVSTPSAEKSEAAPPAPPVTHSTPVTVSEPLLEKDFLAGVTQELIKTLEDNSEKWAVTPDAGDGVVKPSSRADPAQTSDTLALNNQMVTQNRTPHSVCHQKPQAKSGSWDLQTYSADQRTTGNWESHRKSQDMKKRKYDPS
miR-122 sensor: miR-122 Renilla sensor signal increase in Huh7, primary screen, miR-122 inhibitor project, cell-based, single point, plate reader; Huh7 miR-122 Renilla luciferase sensor, 48 h; neutral wells = 0, positive control = 100; activation (reporter increase), % at 12.5 µM; actives 0.3% (n = 340,000); AID 602342, 2012;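 active means mean replicate activation score at least 90 and every replicate individually at or above 90; inconclusive means only one of the two criteria met; inactive means neither criterion met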;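 further: higher luciferase means less miR-122 activity so hits act as miR-122 inhibitors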
Cneo AK release: Cryptococcus neoformans cell lysis inducers, primary screen, AK release luminescence, single concentration; AID 651654, 2012; lysis activity, % at 15 µM; actives 0.2% (n = 360,000); C. neoformans lysis, adenylate kinase release luminescence, 4 h; normalised: neutral wells 0, clomiphene wells 100;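 active means mean lysis activity across replicates of at least 80%, whatever share of replicates individually reach that level; inactive means mean lysis activity below 80%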
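read-out = cell lysis signal | test system = log-phase Cryptococcus neoformans yeast cells | input = cells at 5 × 10^6 per mL | medium = fresh YPD growth medium | signal = luminescent adenylate kinase detection reagent | timing = 4 h at 37 °C static, read 1 h later | dosing = single dose | controls = Clomiphene as positive lysis control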
PglD inh: C. jejuni PglD acetyltransferase inhibitors, primary screen, biochemical, DTNB colorimetric, single point; inhibition, % at 12.5 µM; actives 0.098% (n = 360,000); purified PglD enzyme, DTNB colorimetric CoA detection; UDP-N-acetylbacillosamine N-acetyltransferase PglD (Campylobacter jejuni); in the data active means inhibition above about 16%, passing the limit was not always enough; inconclusive means no clear call, values can overlap the other calls; further: strong numbers were not always called active
RAD54 inh: inhibitors of human RAD54 branch migration, primary screen, biochemical, fluorescence, single point; DNA repair and recombination protein RAD54-like (Homo sapiens), Q92698; RAD54 Holliday junction branch migration, FAM/BHQ fluorescence; inhibition, % at 10.4 µM; actives 0.14% (n = 360,000);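 active means mean normalized replicate activity at least 40 and at least half of replicates scoring 40 or more; inconclusive means only one of the two criteria met; inactive means mean below 40 and under half of replicates reaching 40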;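 further: 0% = median of neutral control wells and 100% = median of positive control wells; inhibitors cause a drop in the FAM fluorescence signal; in these data hits start at about 50%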
An asterisk follows results filed as active; ? = inconclusive; nt = no result given; [ ] = dose if it differs, or a comment. This is a subset, so the mix of outcomes need not match the whole.

SMILES	ERAP1 HTS inh	E-selectin induc	PGC1a acetyl inh	RAD52 inh	miR-122 sensor	Cneo AK release	PglD inh	RAD54 inh
CCc1cccc(CC)c1N(COC)C(=O)CCl	-1	-0.3	13	-3	nt	-1	5	4
COc1cccc(N2CCN(Cc3ccc(Cl)cc3)CC2)c1	1	nt	0	-142	-2	-2	-1	5
O=C(O)[C@H]1[C@H](CO)[C@H]2Cn3c(ccc(-c4cccnc4)c3=O)[C@@H]1N2C(=O)Nc1cc(F)ccc1F	-2	0.6	nt	1	nt	0	-1	14
COC(=O)C1=C(c2ccc(-c3ccccc3)c(F)c2)C[C@@H]2CC[C@H]1N2C(=O)NCc1ccco1	0	-0.1	-11	-41	1	0	0	-2
COc1ccc(-n2c(C)cc(C(=O)C[N+]34CCN(CC3)CC4)c2C)cc1	17	0.0	6	5	-4	0	-3	1
COC(=O)C1=C(c2cccc(OCc3ccccc3)c2)C[C@@H]2CC[C@H]1N2C	14	0.1	nt	-4	-7	1	-9	9
CC1(C)C2([N+](=O)[O-])CN3CC1([N+](=O)[O-])CN(C2)C3c1ccccn1 (configuration not stated)	1	-0.1	3	-12	-5	3	3	-7
Cc1[nH]c2ccccc2c1C(=O)C(=O)N1CCC2(CC1)OCCO2	-2	-0.1	7	-12	nt	nt	nt	nt
CCc1ccc(N2C(=O)NC(=O)/C(=C\c3cc(C)n(-c4cc(C(=O)O)cc(C(=O)O)c4)c3C)C2=O)cc1	4	0.0	7	-182	3	0	-1	-13
Cc1cccc(N2CCN(CCc3ccccc3)CC2)c1C	nt	nt	8	nt	-1	-3	0	8
COC(=O)C1=C(c2ccc(C(C)=O)cc2)C[C@@H]2CC[C@H]1N2C(=O)NC1CCCCC1	0	0.0	-7	1	4	-2	-1	0
O=c1c2ccccc2nc(-c2ccccc2F)n1-c1ccccc1	-3	nt	nt	-11	nt	2	-2	0
O=C1NC(=O)C(=Cc2cc([N+](=O)[O-])ccc2N2CCCCC2)C(=O)N1	6	-3.2	-5	-2	-9	2	4	5
O=c1[nH]c(=O)n(C2CCCCCC2)c(O)c1C=NCC1CCCO1 (configuration not stated)	nt	nt	2	nt	-1	2	-2	-6
C[C@]12C[C@H](O)[C@@H](O)CC1=CCC1C2CC[C@@]2(C)C1CC[C@@H]2O (some centres not stated)	-2	0.1	1	-4	nt	-6	-3	0
COc1cccc(C2CC3C(=O)C=CC2N3Cc2ccccc2)c1 (configuration not stated)	-3	0.8	4	-60	0	-5	-6	-9
O=C(c1ccc(CS(=O)(=O)c2ccccc2)o1)N1CCC2(CC1)OCCO2	nt	nt	nt	nt	8	1	2	-18
CCOc1ccccc1N=C1SCCCN1C	nt	nt	97*	nt	nt	-2	2	-4
O=c1[nH]c2ccccc2n1C1CCN(C(c2ccnc3ccccc23)c2nnnn2-c2ccc3c(c2)OCCO3)CC1 (configuration not stated)	-8	?	5	-11	-3	13	-4	0
Cc1ccc2c(c1)N(C(=O)CCC(=O)N1CCC3(CC1)OCCO3)CCO2	1	nt	7	-2	-4	0	-9	-10

Exported bar-delimited: part of the list above.
Structure | ERAP1 HTS inh | E-selectin induc | PGC1a acetyl inh | RAD52 inh | miR-122 sensor | Cneo AK release | PglD inh | RAD54 inh
CC1(C)C2([N+](=O)[O-])CN3CC1([N+](=O)[O-])CN(C2)C3c1ccccn1 (configuration not stated) | 1 | -0.1 | 3 | -12 | -5 | 3 | 3 | -7
O=c1[nH]c(=O)n(C2CCCCCC2)c(O)c1C=NCC1CCCO1 (configuration not stated) | nt | nt | 2 | nt | -1 | 2 | -2 | -6
COc1cccc(N2CCN(Cc3ccc(Cl)cc3)CC2)c1 | 1 | nt | 0 | -142 | -2 | -2 | -1 | 5
COC(=O)C1=C(c2ccc(C(C)=O)cc2)C[C@@H]2CC[C@H]1N2C(=O)NC1CCCCC1 | 0 | 0.0 | -7 | 1 | 4 | -2 | -1 | 0

5 compounds from above with just Cneo AK release and RAD52 inh:
SMILES | Cneo AK release | RAD52 inh
C[C@]12C[C@H](O)[C@@H](O)CC1=CCC1C2CC[C@@]2(C)C1CC[C@@H]2O (some centres not stated) | -6 | -4
COC(=O)C1=C(c2ccc(C(C)=O)cc2)C[C@@H]2CC[C@H]1N2C(=O)NC1CCCCC1 | -2 | 1
COc1ccc(-n2c(C)cc(C(=O)C[N+]34CCN(CC3)CC4)c2C)cc1 | 0 | 5
O=c1[nH]c2ccccc2n1C1CCN(C(c2ccnc3ccccc23)c2nnnn2-c2ccc3c(c2)OCCO3)CC1 (configuration not stated) | 13 | -11
COC(=O)C1=C(c2cccc(OCc3ccccc3)c2)C[C@@H]2CC[C@H]1N2C | 1 | -4

Following part
SMILES	ERAP1 HTS inh	E-selectin induc	PGC1a acetyl inh	RAD52 inh	miR-122 sensor	Cneo AK release	PglD inh	RAD54 inh
Cc1ccc(N2C(=O)NC(=O)/C(=C\C=C\c3ccco3)C2=O)cc1	7	0.8	-10	-218	-8	3	-6	-17
CCOc1ccc2nc(N3CCC(C(=O)N4CCC5(CC4)OCCO5)CC3)sc2c1	nt	nt	5	nt	0	-3	0	-4
O=C(CN1CCN(Cc2cccc(Cl)c2)C1=O)N1CCC2(CC1)OCCO2	nt	nt	2	nt	-9	1	7	9
CN1CCCC1C(O)(c1ccccc1)c1ccccc1 (configuration not stated)	nt	nt	-8	nt	-1	-6	4	-31
CC(C)CC#Cc1ccc([C@H]2[C@@H](CO)N3CCCCN(C(=O)Cc4ccccn4)C[C@H]23)cc1	0	-0.2	-4	29	-11[16.7 µM]	6	3	8
O=c1[nH]c(=S)n(-c2ccc(F)cc2)c(O)c1/C=N/N1CCOCC1	nt	nt	1	-46	5	2	3	-2
COc1ccc(C2=NS(=O)(=O)N(C)C(C(=O)N3CCC4(CC3)OCCO4)=C2)cc1OC	13	-0.3	1	-1	-9	-1	-6	-15
O=C(O)C12C3CCCC1C32c1ccccc1 (configuration not stated)	nt	nt	nt	nt	-1	-1	-1	-3
FC(F)(F)C1=NC(C(F)(F)F)=NP(N2CCOCC2)(N2CCOCC2)=N1	nt	nt	1	nt	-7	0	3	-8
CCCCc1nc2ccccc2c(=O)n1-c1ccc(O)cc1	nt	nt	-17	nt	0	-2	-2	-7
COc1cc([C@H]2OC[C@H]3[C@@H]2CO[C@@H]3c2cc(OC)c(O[C@@H]3O[C@H](CO)[C@@H](O)[C@H](O)[C@H]3O)c(OC)c2)cc(OC)c1O[C@H]1O[C@@H](CO)[C@H](O)[C@@H](O)[C@@H]1O	nt	-0.1	nt	-16	nt	-6	3	1
COC(=O)CN1C(=O)C2(C(C(=O)OC)=C(N)Oc3ccccc32)C2=C1CC(C)(C)CC2=O (configuration not stated)	nt	nt	4	nt	5	2	2	-8
O=c1[nH]c(=S)[nH]c(O)c1N=Nc1cccc(S(=O)(=O)N2CCOCC2)c1	nt	0.3	-8	-7	-4	nt	nt	nt
Fc1ccc(CCNCc2cccc(Cl)c2)cc1	nt	nt	nt	nt	-1	16	0	-9
COCCNC(=O)Cn1cc(C=C2C(=O)NC(=O)NC2=O)c2ccccc21	2	0.0	-3	-110	43	4	2	-10
NCCCC(=O)OC1N=C(c2ccccc2Cl)c2cc(Br)ccc2NC1=O (configuration not stated)	-1	nt	5	2	-1	1	3	-2
COC(=O)C1=C(c2cc3ccccc3o2)C[C@@H]2CC[C@H]1N2C(=O)NCCNC(C)=O	nt	-0.2	nt	-12	nt	-7	0	-5
O=C1CC(N2CCC(n3c(=O)[nH]c4ccccc43)CC2)C(=O)N1Cc1ccccc1 (configuration not stated)	nt	nt	-1	nt	22	-13	2	-7
CCOc1cc2c(cc1OCC)-n1cccc1C(c1ccccc1OC)NC2 (configuration not stated)	-1	0.0	-10	7	-6	1	0	1
CCN1C[C@]2(COC)CC[C@H](O)[C@@]34C5C[C@@H]6[C@@H](OC)C[C@@](O)(C5[C@H]6O)[C@](O)([C@@H](OC)C23)[C@@H]14 (some centres not stated)	-2	nt	8	-50	-15	2	1	-5
CSCCC(c1nnnn1-c1ccc2c(c1)OCCO2)N1CCC(n2c(=O)[nH]c3ccccc32)CC1 (configuration not stated)	-13	1.9	16	-26	-1	-1	2	2
CCNC(=O)[C@H]1O[C@@H](n2cnc3c(N)ncnc32)[C@H](O)[C@@H]1O	-2	-1.7	-2	-1	-5	1	-5	-1
CCOc1ccc(C=C2C(=O)NC(=S)NC2=O)cc1OCC	4	-0.1	-9	-25	-6	-2	7	0
OCCOc1ccccc1	-1	nt	17	-6	-26	-6	-1	3
c1ccc([C@@H]2CO2)cc1	nt	nt	-5	nt	-8	-3	-6	-11
OC(Cc1ccccc1)(c1ccccc1)C1CN2CCC1CC2 (configuration not stated)	nt	nt	-18	nt	-5	4	9	0
COC(=O)C1=C(c2ccc(OCc3ccccc3)cc2)C[C@@H]2CC[C@H]1N2C(=O)NCCN1CCOCC1	1	17	-14	-2	5	0	-3	5
CN1[C@@H]2Cn3c(cccc3=O)[C@H]1[C@@H](C(=O)NCC1CC1)[C@@H]2CO	3	0.2	nt	-2	nt	-6	-1	3
Nc1nc(SCCC(F)=C(F)F)n[nH]1	7	0.8	2	-7	nt	nt	nt	nt
COC(=O)C1=C(c2c(C)noc2C)C[C@@H]2CC[C@H]1N2C(=O)N1CCc2cc(OC)c(OC)cc2C1	nt	nt	-7	nt	-3	-1	-6	11
CCN(CC)C(=O)c1ccc(NC(=S)NC(=O)CCc2ccccc2)cc1	1	-0.2	-4	-1	0	1	1	-2
COC(=O)[C@@H]1[C@@H](CO)[C@@H]2Cn3c(ccc(-c4ccccc4)c3=O)[C@H]1N2CC1CCCCC1	0	-0.3	nt	4	-5[16.7 µM]	2	-2	-5
COC(=O)C1=C(c2ccc(F)cc2OCc2ccccc2)C[C@@H]2CC[C@H]1N2C(=O)N1CCC(C)CC1	nt	nt	-11	nt	-3	-1	4	2
COc1ccc(OC)c(N=Cc2c(O)n(Cc3ccccc3)c(=S)[nH]c2=O)c1	0	0.5	0	-23	0	-2	6	-13
CCCCn1c(O)c(C(CC)=NCCN2CCOCC2)c(=O)[nH]c1=O	nt	nt	-5	nt	1	1	1	-5
ClCCN(CCCl)c1ccc(C=Cc2ccncn2)cc1	-10	0.1	7	-24	-2	7	-4	-5
Cc1cccc(-n2c(C)nc3ccccc3c2=O)n1	nt	nt	-5	nt	-1	1	3	-9
CC(C)c1ccc(N2C(=O)CC(=O)NC2=O)cc1	1	nt	-3	-118	-6	-1	-2	-1
CCN(CC)P(=O)(c1nccn1C)N(CC)CC	1	nt	5	-11	-2	1	-2	-1
CN1C(=O)/C(=C\c2ccc(N3CCCCC3)o2)C(=O)NC1=S	nt	nt	-54	nt	-1	0	8	-5
c1ccc(CCc2ccc3n2Cc2cnnn2-c2ccccc2-3)cc1	3	nt	-1	-14	-5	0	6	-9
